From PubChem
IDH1 R132H inh: blocks human mutant IDH1 R132H enzyme. Potency, µM (top dose mostly 76.6 µM), without a hit: at the highest dose activity change, negative = inhibition, most hits filed as inhibitors. O75874. IDH1-R132H enzyme, NADPH consumption, diaphorase/resazurin fluorescence. 390,000 compounds, 0.093% hits; note: potency is the fitted concentration of half-maximal effect; % is set by controls: 0 for no effect and ±100 for the full control effect; nearly all actives have a fitted effect of over 65% in size
Target sequence (O75874 whole entry R132H, stated change not applied): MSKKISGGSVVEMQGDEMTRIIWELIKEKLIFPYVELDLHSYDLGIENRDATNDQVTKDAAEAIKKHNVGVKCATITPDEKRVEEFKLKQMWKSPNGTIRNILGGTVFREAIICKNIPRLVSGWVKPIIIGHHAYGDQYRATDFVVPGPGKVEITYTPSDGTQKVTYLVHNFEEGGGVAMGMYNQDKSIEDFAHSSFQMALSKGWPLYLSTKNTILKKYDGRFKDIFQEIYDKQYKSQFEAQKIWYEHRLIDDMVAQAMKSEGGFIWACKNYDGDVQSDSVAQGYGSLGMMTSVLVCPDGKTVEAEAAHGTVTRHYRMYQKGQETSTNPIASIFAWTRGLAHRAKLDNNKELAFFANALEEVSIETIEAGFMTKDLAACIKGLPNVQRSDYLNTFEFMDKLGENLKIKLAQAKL
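IDH1-R132H (0.5 ug/mL dispensed) in pH 7.5 Tris buffer was preincubated 30 min with compound, then given a substrate mix of 0.016 mM NADPH and 2 mM alpha-KG for 80 min at room temperature; remaining NADPH was read by diaphorase/resazurin fluorescence.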
HP1b chromo inh: blocks HP1-beta chromodomain binding to methylated histone tails; P83916; AlphaScreen HP1-beta / biotin-H3K9me3 peptide binding; Potency, µM (series often up to 114 µM), without a hit: top-dose activity change, negative = inhibition, actives largely listed as inhibitors; 390,000 compounds, 0.56% hits; AID 540317; note: potency is the fitted concentration of half-maximal effect; nearly all actives have a fitted effect of over 70% in size; inactives centre near 23
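HP1-beta protein (50 nM final) preincubated 30 min at room temperature with biotinylated H3(1-18)K9me3 peptide (50 nM) in PBS pH 7.4, 0.01% Tween-20, then compound added for 30 min. AlphaScreen streptavidin donor/nickel chelate acceptor beads (10 ug/mL final), 30 min dark, luminescence read.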
Pin1 inh: blocks the human prolyl isomerase Pin1. Q13526. AID 504891. Potency, µM (doses to about 115 µM), for inactives: top-dose activity, negative = inhibition, actives largely listed as inhibitors. 390,000 compounds, 0.009% hits. Pin1 FP peptide displacement, HiFluor488, 10 min; active = well fitted inhibition curve with a large enough effect in the polarisation, with a control signal flat, not every such curve was filed as active; inconclusive = small, poorly fitted or top-dose-only effect, or effect the other way, or a change in a side signal; inactive = no such curve, though single readings can be large or run the other way; the % refers to the polarisation; note: potency is the fitted concentration of half-maximal effect; % is set by controls: 0 for no effect and ±100 for the full control effect
Target sequence (Q13526 whole entry, looked up): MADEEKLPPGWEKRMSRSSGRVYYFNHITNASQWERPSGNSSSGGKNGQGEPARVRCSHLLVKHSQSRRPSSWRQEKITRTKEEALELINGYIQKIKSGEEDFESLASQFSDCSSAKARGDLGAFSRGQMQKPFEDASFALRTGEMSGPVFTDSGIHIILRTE
TrxR1 substrate: is turned over as a substrate by rat TrxR1; O89049; purified TrxR1 substrate turnover, NADPH consumption readout; Potency, µM (titrated, usually from 114 µM), for inactives: at the top dose activity change, negative = substrate turnover; 390,000 compounds, 0.01% hits; AID 588456; note: potency is the fitted concentration of half-maximal effect; % is set by controls: 0 for no effect and ±100 for the full control effect; nearly all actives have a fitted effect of over 50% in size
Target sequence (O89049 whole entry, looked up): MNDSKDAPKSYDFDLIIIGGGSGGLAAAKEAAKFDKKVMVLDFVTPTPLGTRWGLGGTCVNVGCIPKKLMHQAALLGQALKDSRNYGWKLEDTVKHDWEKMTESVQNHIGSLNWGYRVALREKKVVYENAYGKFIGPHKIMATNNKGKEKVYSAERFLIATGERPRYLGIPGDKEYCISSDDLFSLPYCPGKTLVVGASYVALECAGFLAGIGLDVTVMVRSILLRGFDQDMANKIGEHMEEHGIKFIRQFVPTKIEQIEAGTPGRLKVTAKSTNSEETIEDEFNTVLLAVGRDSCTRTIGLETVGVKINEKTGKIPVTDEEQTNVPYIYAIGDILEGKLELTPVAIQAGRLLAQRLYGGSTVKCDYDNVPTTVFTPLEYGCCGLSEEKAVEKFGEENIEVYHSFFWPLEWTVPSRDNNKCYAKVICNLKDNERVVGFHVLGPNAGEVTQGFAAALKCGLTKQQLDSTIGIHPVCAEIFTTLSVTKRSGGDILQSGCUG
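Rat TrxR1, dispensed at 90 nM, was prereduced with 400 uM NADPH (final) for 5 min at ~22 deg C, then incubated with compound 15 min before 400 uM selenite. A first-read NADPH fluorescence drop versus no-compound background flagged substrates.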
GLS inh: blocks human kidney-isoform glutaminase activity. O94925. GLS enzymatic activity, qHTS titration. Potency, µM (series often up to 45.5 µM), inactives show at the top dose activity change, negative = inhibition, most hits filed as inhibitors. 410,000 compounds, 0.21% hits. AID 624170; note: potency is the fitted concentration of half-maximal effect; % is set by controls: 0 for no effect and ±100 for the full control effect
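Two-point fluorescence kinetic (t0, 30 min RT) for hKGA; glutamate detected via glutamate oxidase–HRP–Amplex Red. Substrate: 1 mM L-glutamine solution; buffer 45 mM KH2PO4, pH 8.2.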
Tb PGK inh: inhibitors of T. brucei phosphoglycerate kinase. P07378. PGK/GAPDH coupled, Kinase-Glo luminescence, 60 min. Potency, µM (titrated, usually from 57.5 µM), for inactives: at the top dose activity change, negative = inhibition, usual class: inhibitors. 380,000 compounds, 0.043% hits. AID 602233; note: potency is the fitted concentration of half-maximal effect; % is set by controls: 0 for no effect and ±100 for the full control effect; nearly all actives have a fitted effect of over 60% in size
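Luminescent ATP detection (Kinase-Glo Plus) follows a 60-minute room-temperature incubation, with wells lacking PGK as controls. Buffer: 100 mM TEA (pH 7.6), 5 mM MgCl2, 0.01% Tween-20. Coupling enzyme GAPDH (100 nM final) supplies unstable 1,3-BPG in-well.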
PI4K2A inh: inhibitors of human PI4K2A; Q9BTU6; purified PI4K2A, ADP-Glo luminescence, 1 h; stronger effect = lower value; activity change, negative = inhibition, % at 76.9 µM; 420,000 compounds, 0.13% hits; AID 1346378; in the data active = activity change below about -50%; inconclusive = mostly about -30% to -49%;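 note: -100% = wells without enzyme as full effect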
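ADP-Glo luminescence measured ADP generated by PI4K2A enzyme (4 ug/mL before mixing) with 1.2 mM PI substrate (pre-mix) and 300 microM ATP (pre-mix). Tris pH7.5 buffer with MgCl2, Triton X-100; 1 h reaction at ambient temperature.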
TrxR1 inh: rat TrxR1 inhibition; O89049; recombinant rTrxR1, NADPH fluorescence consumption, selenite substrate; Potency, µM (doses to about 114 µM), for inactives: at the top dose activity change, negative = inhibition, usual class: inhibitors; 390,000 compounds, 1% hits; AID 588453; note: potency is the fitted concentration of half-maximal effect; % is set by controls: 0 for no effect and ±100 for the full control effect; nearly all actives have a fitted effect of over 65% in size
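Rat TrxR1 (90 nM in the dispensed reagent) was pre-reduced with 400 uM NADPH for 5 min at room temperature, then incubated with compound for 15 min. After 400 uM selenite was added, NADPH fluorescence (Ex 340/Em 450 nm) was followed for 8 min.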
USP1 inh: USP1/UAF1 (human) deubiquitinase inhibition | Potency, µM (highest dose often 57.1 µM), for the others: at the top dose activity change, negative = inhibition, actives largely listed as inhibitors | recombinant USP1/UAF1, Ub-Rhodamine cleavage fluorescence | AID 743255 | O94782 | 390,000 compounds, 0.23% hits; note: potency is the fitted concentration of half-maximal effect; % is set by controls: 0 for no effect and ±100 for the full control effect; nearly all actives have a fitted effect of over 60% in size; inactives centre near -12
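USP1/UAF1 complex (1 nM) preincubated 15 min at room temperature with compound, then Ub-Rho substrate (150 nM final) added. Kinetic fluorescence at 480/540 nm over 6 reads at 60 s intervals; 50 mM HEPES pH 7.8, 0.5 mM EDTA, 0.1 mg/ml BSA, 1 mM TCEP, 0.01% Tween-20.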
* hit, by the source's call; i = inactive; ? = inconclusive; nt = not tested or not shown; & = joins results of further samples; [ ] = another dose, or the depositor's remark. Unless noted, calls come from the whole dose curve; as a rule, active = well fitted curve in the direction sought with a large enough effect; inconclusive = small, poorly fitted or top-dose-only effect, or another doubt; inactive = no such curve, though single readings can be large; an effect the other way counts as inactive or inconclusive. Some of the compounds tested; count on the stated rates, not on these rows.

Below each SMILES: IDH1 R132H inh, HP1b chromo inh, Pin1 inh, TrxR1 substrate, GLS inh, Tb PGK inh, PI4K2A inh, TrxR1 inh, USP1 inh
1: Cc1cc(C)n2nc(C)c(-c3ccc(Cl)cc3)c2n1
    0%, 106%[activator], 2%, 1%, -3%, i, 4, 31%, -16%
2: Cc1ccc(CS(=O)(=O)Cc2ccc(C(=O)NCCCN3CC(C)CC(C)C3)o2)cc1 (centres undefined)
    5%, 16%, 3%, 1%, 6%, -1%, 1, 25%, -1%
3: COc1ccccc1C(=O)N/N=C(\C)CC(=O)Nc1ccc(Nc2ccccc2)cc1
    -1%, -33%, -4%, -1%[57.1 µM], ?, i, 5, 6%[57.1 µM], -5%
4: O=[N+]([O-])c1ccc2c(c1)C(=NO)c1cc(F)ccc1-2
    4%, ?, -5%, 6%[11.4 µM], -5%, -10%, -1, -5%[11.4 µM], -8%
5: Cc1cccc(Nc2nc(N)nc(CN3CCC(C)CC3)n2)c1C
    11%, 24%, 6%, 5%[2.29 µM], 5%, nt, -2, 2%[2.29 µM], -1%
6: Cc1cccc(C)c1OCc1cc(=O)n2ccsc2n1
    0%, 32%[activator], 0%, -8%, 5%, 9%, 0, -6%, -1%
7: CCc1nnc(SCc2ccc(CSc3nnc(CC)n3N)cc2)n1N
    2%, 32%, 2%, 4%, 5%, -4%, 3, 17%, -20%
8: Cc1ccc(NS(=O)(=O)c2ccc3[nH]c(=O)c(=O)[nH]c3c2)cc1Cl
    -7%, 28%, -9%, -4%[57.1 µM], 5%, -6%, 1, -7%[57.1 µM], -19%
9: CCOc1cccc(CN2CCCC(C(=O)Nc3ccc(-c4ccn[nH]4)cc3)C2)c1O (centres undefined)
    -7%, 16%, 6%, 2%, -2%, i, 3, 11%, -24%
10: Cc1cc(C)c(NC(=O)C2CCCN2C(=O)NC2CCCCC2)c(C)c1 (centres undefined)
    -5%, 23%, -1%, 10%[57.1 µM], 8%, 7%, -7, 11%[57.1 µM], 0%
11: CC(C)Nc1nc(NC(C)C)nc(OCCOC(=O)c2ccccc2)n1
    3%, 41%, -4%, 4%[57.1 µM], -16%, -4%, 3, 2%[57.1 µM], -16%
12: COc1ccc(CCNC(=O)c2[nH]c(C)c(C(C)=O)c2C)cc1
    3%, 7%, 2%, 9%[57.1 µM], 2%, i, 10, 18%[57.1 µM], -18%
13: CC(=O)c1ccc(N/C=C/C(=O)c2ccc(Br)cc2)cc1
    -2%, 41%[activator], -19%, 5%, -3%, -7%, 0, 26%, -18%
14: O=c1[nH]c(C2CCCN(S(=O)(=O)c3ccccc3)C2)nc2c1nnn2Cc1cccc(Cl)c1 (centres undefined)
    0%, 31%, 47%[activator], -1%, 44%[activator], -1%, 1, 15%, -20%
15: COC(=O)c1ccc(S(=O)(=O)N2CCCCCC2)cc1
    -2%, 27%, -11%, -3%, 11%, -8%, 0, 13%, 9%
16: Cc1ccc(-c2cc(C(F)(F)F)n3nc(C(=O)Nc4ccc(Cl)cc4Cl)cc3n2)cc1
    15%, -11%, 23%, 0%, -1%, 7%, 2, 21%, ?
17: C=CCn1c(C)nnc1SCC(=O)Nc1ccc2c(c1)OCCO2
    -1%, 12%, -5%, 5%, 11%, 7%, 2, 14%, -4%
18: Cc1ccc(-c2cc(C(=O)O)c3cc(Br)ccc3n2)s1
    28%&22%, 15%&27%, 9%&-4%, 49%[activator], 1%&-6%, -1%&-15%, 1&3, 11%, -14%&-20%
19: O=C(COc1cccc(C(F)(F)F)c1)Nc1nnc(C2CC2)s1
    5%, 37%, 1%, 5%[57.1 µM], -7%, -5%, 1, 14%[57.1 µM], -12%
20: CCC(=O)Nc1ccc(S(=O)(=O)Nc2nccs2)cc1
    3%, 48%[activator], 0%, 1%[57.1 µM], 0%, -5%, 0, 13%[57.1 µM], -4%
21: Cn1c(SCc2ccc(C#N)cc2)nnc1-c1cccc(Cl)c1
    -3%, 16%, -11%, 2%, 13%, 7%, -4, 14%, -2%
22: CN(C)Cc1c(C(=O)N/N=C/c2ccc(OCc3ccc(F)cc3)cc2)nnn1-c1nonc1N
    1%, 16%, 2%, 8%[0.0914 µM], -15%, 1%, -3, 3%[57.1 µM], 3%
23: NC(=O)C(Cc1ccccc1)N1C(=O)c2ccccc2C1=O (centres undefined)
    2%, 50%[activator], 0%, 3%[57.1 µM], -5%, -10%, 3, 9%[57.1 µM], 0%
24: CC(=O)Nc1ccc(NC(=O)c2cc(-c3ccc4c(c3)OCCO4)on2)cc1
    0%, 52%[activator], 10%, 2%, 4%, -4%, -3, 4%, -18%
25: O=C(O)CN1C(=O)/C(=C\c2cccc(OCc3ccc(Cl)cc3)c2)SC1=S
    -9%, -11%, nt, -1%, 16%, -7%, -3, 4%, ?
26: Cc1ccc(/C=N/NC(=O)c2ccoc2C)o1
    6%, 23%, -6%, -12%, 2%, -1%, 0, -13%, -4%
27: C[C@H]1CN([C@@H](C)CO)C(=O)CCCn2nncc2CO[C@H]1CN(C)S(=O)(=O)c1ccc2ccccc2c1
    -26%, nt, nt, nt, -1%, 9%, -4, nt, -16%
28: CCOC(=O)CNC1CC(=O)N(c2cccc(Cl)c2)C1=O (centres undefined)
    1%, 34%[activator], -8%, 0%, -1%, i, -2, -31%, 9%
29: CC1(C)Cc2c(sc(NC(=O)C(=O)NCCCN3CCOCC3)c2C#N)CO1
    5%, 22%, 0%, -8%, 22%, -5%, -1, 6%, 3%
30: CCOC(=O)C1CCN(C(=O)COc2ccc(Br)cc2Br)CC1
    4%, 29%, 0%, 2%, 1%, -6%, 3, 13%, -16%
31: O=C(NNC(=O)C12CC3CC(CC(Cl)(C3)C1)C2)c1ccncc1
    3%, 17%, -4%, 6%, -4%, -4%, 2, 20%, -6%
32: COc1ccc(-c2noc(CSc3nc4ccccc4[nH]3)n2)cc1OC
    5%, 41%[activator], 36%[activator], -6%, -15%, -10%, -7, 6%, -22%
33: O=C(NC1CCCCCCC1)c1ccco1
    -2%, 31%, -5%, 5%, -9%, 9%, 2, 14%, -8%
34: Cc1ccc(NC(=O)CSc2nc3ccccc3c(=O)n2CCCC(=O)N2CCCC2)cc1
    5%, 31%, 2%, -6%, nt, i, -2, -6%, -16%
35: COc1ccc(NC(=O)CSCc2cc(=O)n3cc(C)sc3n2)cc1
    -10%, 8%, -2%, 3%[57.1 µM], 12%, 4%, 10, 13%[57.1 µM], -2%
36: CC[C@]1(O)CC2CN(CCc3c([nH]c4ccccc34)[C@@](C(=O)OC)(c3cc4c(cc3OC)N(C=O)[C@H]3[C@@](O)(C(=O)OC)[C@H](OC(C)=O)[C@]5(CC)C=CCN6CC[C@]43[C@@H]65)C2)C1 (some centres undefined)
    -3%, 22%, -3%, -1%, 18%, -8%, 17, 10%, -19%
37: CCCCn1c(C)csc1=Nc1cccnc1
    1%, -15%, -3%, -11%, 7%, -1%, 0, -12%, 2%
38: CCOc1ccc(NC(=O)Cn2cnc3nc4c(cc3c2=O)CCCC4)cc1
    10%, 19%[57 µM], 4%, 5%[57.1 µM], 18%, -3%, 2, 10%[57.1 µM], ?
39: Cc1cccc(CC(=O)NCCn2c(C)cc3ccccc32)c1
    1%, 20%, -7%, 7%[57.1 µM], 0%, -6%, -9, 15%[57.1 µM], -20%
40: O=C(CSc1nnc(-c2ccccc2)o1)c1ccc2c(c1)OCCO2
    2%, 8%, 1%, 5%[57.1 µM], 8%, i, -4, 16%[57.1 µM], -3%
41: CCc1cccc(C)c1Nc1nn2c(=O)c3ccccc3nc2s1
    -11%, ?, -10%, 3%[57.1 µM], 1%, 0%, -4, 17%[57.1 µM], -3%
42: C/C(CC(=O)Nc1ccc(Cl)c(Cl)c1)=N\NC(=O)C(=O)N1CCCCC1
    16%, 33%, -5%, 7%, 2%, -7%, 2, 1%, ?
43: COc1ccc([C@H]2C[C@H](n3cc(COC(=O)c4ccccc4)nn3)[C@@H](O)CN2C(=O)C2CCCCC2)cc1
    -4%, nt, nt, nt, 2%, 4%, -4, nt, 0%
44: CC1CCCN(C(=O)CSc2c3c(nc4cc(Cl)ccc24)CCCC3)C1 (centres undefined)
    -1%, 32%, -2%, -11%, 0%, 10%, 1, -17%, -18%
45: CCOc1ccc(N2CC(C(=O)NCCCc3ccccc3)CC2=O)cc1 (centres undefined)
    -2%, 23%, -7%, -6%, 2%, -3%, -2, 0%, 4%
46: CCn1cnnc1SCC(=O)NCC1COc2ccccc2O1 (centres undefined)
    -4%, 35%, -7%, 2%, -3%, 11%, 1, 7%, -8%
47: COC(=O)Cc1cc(OC)c(OC)cc1Cc1cc(OC)c(OC)cc1CC(=O)OC
    5%, 24%, -8%, -2%, -1%, -7%, 0, -12%, 2%
48: C[C@@H]1CN([C@H](C)CO)S(=O)(=O)c2ccc(Br)cc2O[C@@H]1CN(C)Cc1ccc(C(=O)O)cc1
    0%, nt, nt, nt, -3%, -7%, 2, nt, -21%
49: CCOC(=O)c1sc(/S(C)=N\S(=O)(=O)c2cccc(Cl)c2)c2c1CCC=C2 (centres undefined)
    8%, 61%[activator], 2%, -4%, 1%, i, 1, ?, -31%
